Source: PubChem
LDHA block: blocks human lactate dehydrogenase A. P00338. purified LDHA, NADH/diaphorase-resazurin fluorescence; hits give low values. activity change, % (values are at about 110 or 230 µM). 0.15% of 480,000 active; in the data active = activity change below about -30%; inconclusive = mostly about -25% to -30%;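 note: plate controls were DMSO wells for no effect and wells without enzyme for full effect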
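Resorufin fluorescence (ex540/em590), read at 0 and 20 min after diaphorase/resazurin addition, reports the NADH left after a 5 min room-temperature reaction of 2 nM human LDH5 with 0.06 mM NADH and 0.2 mM pyruvate.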
Vif-APOBEC3G blk: blocks the Vif interaction with human APOBEC3G; HeLa A3G-eYFP + Vif (tagged APOBEC3G with the HIV-1 protein that degrades it), YFP fluorescence, overnight; AID 602310; 0.076% of 410,000 active; Potency, µM (doses to about 46.1 µM), for inactives: top-dose activity, negative = active, hits mostly inhibitors; Q9HC16;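 note: potency is the fitted concentration of half-maximal effect; % is set by controls: 0 for no effect and ±100 for the full control effect; nearly all actives have a fitted effect of over 60% in size; hits raise eYFP signal because A3G escapes Vif-driven loss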
Target sequence (Q9HC16 whole entry, looked up): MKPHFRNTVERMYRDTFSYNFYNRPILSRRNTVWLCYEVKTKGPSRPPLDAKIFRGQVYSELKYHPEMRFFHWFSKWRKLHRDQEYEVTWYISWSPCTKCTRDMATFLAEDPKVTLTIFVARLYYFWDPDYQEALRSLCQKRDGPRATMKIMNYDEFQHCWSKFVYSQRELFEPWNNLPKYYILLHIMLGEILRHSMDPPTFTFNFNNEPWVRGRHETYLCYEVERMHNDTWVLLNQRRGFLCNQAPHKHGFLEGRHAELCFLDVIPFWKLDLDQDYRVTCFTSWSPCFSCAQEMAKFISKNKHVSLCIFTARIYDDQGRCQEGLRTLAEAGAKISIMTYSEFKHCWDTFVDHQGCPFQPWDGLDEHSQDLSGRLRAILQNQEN
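Read-out is eYFP fluorescence (Ex 488/Em 500-530) from Vif-expressing HeLa A3G-eYFP cells; more signal means A3G escaped Vif-mediated degradation. Cells plated overnight, compound pinned in, incubated overnight at 37 deg C.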
USP1 inh: blocks the human USP1/UAF1 deubiquitinase complex; O94782; recombinant USP1/UAF1, Ub-Rhodamine cleavage fluorescence; Potency, µM (highest dose often 57.1 µM), for inactives: top-dose activity change, negative = inhibition, actives largely listed as inhibitors; 0.23% of 390,000 active; AID 743255; note: potency is the fitted concentration of half-maximal effect; % is set by controls: 0 for no effect and ±100 for the full control effect; nearly all actives have a fitted effect of over 60% in size; inactives centre near -12
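1 nM enzyme complex + cpd, 15 min RT; start with Ub-Rho 150nM final; kinetic fluorescence ex 480/em 540, 6 reads q60 s. Buffer 50mM HEPES pH 7.8, 0.5mM EDTA, 0.1 mg/ml BSA, 1mM TCEP, 0.01% Tween-20.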
Vif-APOBEC3F blk: Vif-A3F binding inhibition; 0.2% of 390,000 active; HeLa A3F-eYFP + Vif (tagged APOBEC3F with the HIV-1 protein that degrades it), YFP fluorescence increase; Potency, µM (titrated, usually from 46.1 µM), without a hit: top-dose activity, negative = active; AID 602313; note: potency is the fitted concentration of half-maximal effect; % of control where 0% means no effect; nearly all actives have a fitted effect of over 65% in size
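HeLa cells stably expressing A3F-eYFP plus Vif, plated and incubated overnight at 37 deg C, then exposed to compounds overnight at 37 deg C. Blocked degradation read as raised yellow fluorescence (Ex 488/Em 500-530).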
GRP78 ERSR act: ER stress response induction in glioma; U87-MG GRP78 promoter luciferase reporter, 16 h; Potency, µM, for the others: top-dose activation, usual class: activators; 0.02% of 420,000 active; note: potency is the fitted concentration of half-maximal effect; series mostly up to about 76 µM; % of control where 0% means no effect; nearly all actives have a fitted effect of over 35% in size
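Stably transfected U87-MG human glioma cells carrying a GRP78-based luminescent sensor were seeded at 1000 cells/well, pin-dosed with compounds and incubated 16 h. Luciferase reagent was then added, and end-point luminescence was read after 10 min at room temperature.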
IDH1 R132H inh: blocks human mutant IDH1 R132H enzyme; IDH1-R132H enzyme, NADPH consumption, diaphorase/resazurin fluorescence; 0.093% of 390,000 active; Potency, µM (series often up to 76.6 µM), for inactives: top-dose activity change, negative = inhibition, usual class: inhibitors; note: potency is the fitted concentration of half-maximal effect; % is set by controls: 0 for no effect and ±100 for the full control effect; nearly all actives have a fitted effect of over 65% in size
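IDH1-R132H (0.5 ug/mL dispensed) in pH 7.5 Tris buffer was preincubated 30 min with compound, then given a substrate mix of 0.016 mM NADPH and 2 mM alpha-KG for 80 min at room temperature; remaining NADPH was read by diaphorase/resazurin fluorescence.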
TrxR1 substrate: is turned over as a substrate by rat TrxR1; purified TrxR1 substrate turnover, NADPH consumption readout; Potency, µM (highest dose often 114 µM), for the others: at the top dose activity change, negative = substrate turnover; 0.01% of 390,000 active; O89049; note: potency is the fitted concentration of half-maximal effect; % is set by controls: 0 for no effect and ±100 for the full control effect; nearly all actives have a fitted effect of over 50% in size
Target sequence (O89049 whole entry, looked up): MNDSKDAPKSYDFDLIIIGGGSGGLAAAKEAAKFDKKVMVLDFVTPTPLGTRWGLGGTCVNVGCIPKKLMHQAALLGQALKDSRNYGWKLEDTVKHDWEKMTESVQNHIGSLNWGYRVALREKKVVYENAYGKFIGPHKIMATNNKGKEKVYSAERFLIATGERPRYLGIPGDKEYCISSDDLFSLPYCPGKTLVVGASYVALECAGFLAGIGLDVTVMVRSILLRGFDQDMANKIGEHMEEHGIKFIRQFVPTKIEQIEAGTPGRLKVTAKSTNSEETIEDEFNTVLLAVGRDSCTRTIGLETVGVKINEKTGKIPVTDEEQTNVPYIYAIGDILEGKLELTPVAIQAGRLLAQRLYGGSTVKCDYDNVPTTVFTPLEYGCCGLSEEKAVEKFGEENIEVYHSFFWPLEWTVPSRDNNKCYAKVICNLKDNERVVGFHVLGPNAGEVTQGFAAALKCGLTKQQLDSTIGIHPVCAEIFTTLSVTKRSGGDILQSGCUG
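Rat TrxR1, dispensed at 90 nM, was prereduced with 400 uM NADPH (final) for 5 min at ~22 deg C, then incubated with compound 15 min before 400 uM selenite. A first-read NADPH fluorescence drop versus no-compound background flagged substrates.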
RGS4 inh: blocks human RGS4-accelerated GTP hydrolysis; P49798; Transcreener GDP fluorescence polarization, RGS4-accelerated GTP hydrolysis; Potency, µM (titrated, usually from 114 µM), for the others: top-dose activity change, negative = inhibition, hits mostly inhibitors; 0.039% of 390,000 active; note: potency is the fitted concentration of half-maximal effect; % is set by controls: 0 for no effect and ±100 for the full control effect; nearly all actives have a fitted effect of over 75% in size; some results filed as inactive show a strong effect at the top dose
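MLSMR compounds (23 nl, pin-transferred) preincubated 10 min at room temperature with a 500nM (2x) first reagent, then RGS4 at 900nM (2x) plus Transcreener GDP mix added; fluorescence polarization (620/688 nm) read before and after 90 min at 30 °C.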
TrxR1 inh: blocks rat thioredoxin reductase 1; O89049; recombinant rTrxR1, NADPH fluorescence consumption, selenite substrate; Potency, µM (doses to about 114 µM), for the others: at the highest dose activity change, negative = inhibition, most hits filed as inhibitors; 1% of 390,000 active; AID 588453; note: potency is the fitted concentration of half-maximal effect; % is set by controls: 0 for no effect and ±100 for the full control effect; nearly all actives have a fitted effect of over 65% in size
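Rat TrxR1 (90 nM in the dispensed reagent) was pre-reduced with 400 uM NADPH for 5 min at room temperature, then incubated with compound for 15 min. After 400 uM selenite was added, NADPH fluorescence (Ex 340/Em 450 nm) was followed for 8 min.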
An asterisk follows results filed as active; ? = inconclusive; nt = no result given; & = joins results of further samples; [ ] = another dose, or the depositor's remark. Unless noted, calls come from the whole dose curve; as a rule, active = well fitted curve in the direction sought with a large enough effect; inconclusive = small, poorly fitted or top-dose-only effect, or another doubt; inactive = no such curve, though single readings can be large; an effect the other way counts as inactive or inconclusive.

SMILES	LDHA block	Vif-APOBEC3G blk	USP1 inh	Vif-APOBEC3F blk	GRP78 ERSR act	IDH1 R132H inh	TrxR1 substrate	RGS4 inh	TrxR1 inh
O=C(NCc1ccco1)C1CC(=O)N(c2ccc(O)cc2)C1 (stereo unspecified)	-1	0%	-13%	-11%	-6%	5%	-7%	-64%[11.4 µM]	22%[57.1 µM]
Cn1cnnc1SCC(=O)NCCC(c1ccccc1)c1ccccc1	-2	-2%	-8%	0%	-6%	4%	9%[57.1 µM]	-28%	27%[57.1 µM]
CCc1onc(C)c1C(=O)Nc1ccc2c(c1)OCO2	-1	1%	-24%	-5%	-2%	0%	3%	4%	21%
CCCOc1ccc(Cn2c(=O)sc3ccccc32)cc1	2	-1%	-15%	0%	-2%	-9%	3%	-2%	22%
CCOC(=O)c1cnc(-n2nc(C)cc2C)nc1NCc1ccc2c(c1)OCO2	-5	-17%	-26%	0%	-4%	1%	12%[57.1 µM]	18%[11.4 µM]	12%[57.1 µM]
O=C(N/C=C/n1cnc2cc(C(F)(F)F)ccc21)c1ccccc1F	-1	-1%	-21%	8%	-3%	10%	3%	-1%	23%
CCn1c(SCC(=O)N2CCCCC2)nc2c1c(=O)n(C)c(=O)n2C	-3	-1%	?	-10%	1%	8%	5%	-7%	25%
COC(=O)N1CC=CC1(C)C(=O)NCc1cc(F)cc(C(F)(F)F)c1 (stereo unspecified)	1	0%	-20%	-13%	5%	-3%	-6%[57.1 µM]	-9%	-13%[57.1 µM]
CCc1nnc(NS(=O)(=O)c2ccc(NC(=O)c3cccc(Br)c3)cc2)s1	-13	-10%	-28%	1%	-4%	-10%	5%	8%	11%
COc1cccc(-c2noc(COc3ccc(C(C)(C)C)cc3)n2)c1	-4	-5%	-16%	2%	0%	-8%	2%	-14%	27%
O=C(Oc1c(-c2ccco2)oc2ccccc2c1=O)c1cccnc1	4	0%	-4%	?	0%	7%	-9%[57.1 µM]	-38%	16%[57.1 µM]
CCOC(=O)N1CCN(S(=O)(=O)c2ccc(Cl)cc2)CC1	-5	0%	-15%	0%	-3%	-5%	2%	3%	18%
COc1ccc(S(=O)(=O)N2CCOC2CNC(=O)C(=O)NCc2ccc(F)cc2)cc1 (stereo unspecified)	-1	-6%	1%	5%	-4%	5%	-10%	20%	-7%
CCCn1c(=O)c(/C(N)=N/O)nn(-c2cccc(C(F)(F)F)c2)c1=O	-6	0%	-13%	6%	-4%	22%	7%[57.1 µM]	7%	7%[57.1 µM]
Cc1ccc(C2=CC(=O)CC(C)(C)C2)cc1	0	0%	-4%	7%	6%	-3%	-5%	10%	3%
CCN1CC(CN(C)Cc2cn(-c3cccc(C)c3)nc2-c2cccc(F)c2)CC1=O (stereo unspecified)	0	5%	-16%	3%	4%	2%	0%	-9%	3%
O=C(CCNS(=O)(=O)c1ccccc1C(F)(F)F)N1CCN(S(=O)(=O)c2cccc(Cl)c2)CC1	-3	-4%	-9%	?	-4%	-2%	-6%	16%	8%
CCOC(=O)c1ccc(NC(=O)C(C)Sc2nc(=O)cc(N)n2CCc2ccccc2)cc1 (stereo unspecified)	-6	-7%	-26%	-2%	0%	-8%	-7%	-7%	7%
CCOC(=O)c1[nH]c2ccc(F)cc2c1NC(=O)Nc1ccccc1OC	-1	0%	-6%	1%	-4%	1%	3%[57.1 µM]	-24%	9%[57.1 µM]
O=c1cc(-c2ccc(O)c(O)c2)oc2cc(O)c([C@@H]3O[C@H](CO)[C@@H](O)[C@H](O)[C@H]3O)c(O)c12	6	-1%&0%	-13%	4%	9%&-4%	-2%[38.3 µM]	-14%&-19%	10%&5%	-11%&-13%
CCOC(=O)c1cn(CC)c2cc(F)c(F)cc2c1=O	-5	0%	-2%	1%	-3%	0%	-11%[57.1 µM]	2%	-10%[57.1 µM]
Cc1ccc(NS(=O)(=O)c2cc(C(=O)Nc3cccc([N+](=O)[O-])c3)ccc2C)cc1	-8	-6%	-10%	?	-3%	2%	-10%	4%	-6%
CC1=Nc2cc(Cl)ccc2Oc2ccccc21	-4	-7%	-16%	-67%	-1%	15%	7%[57.1 µM]	-2%	17%[57.1 µM]
CCCCN=C(Nc1ccc(Cl)cc1)c1cccnc1	0	-2%	-12%	-1%	-3%	-1%	0%	-18%	10%
COC(=O)[C@@]1(Cc2ccc(F)cc2)[C@H]2c3cc(C(=O)N(C)C)n(Cc4c(CO)[nH]cc(C)c4=O)c3C[C@H]2CN1C(=O)c1ccccc1	2	?	-11%	7%	-1%	8%	3%	-3%	0%
COc1ccccc1NS(=O)(=O)c1cc(NC(=O)c2ccccc2F)ccc1N1CCOCC1	-3	0%	-12%	6%	-2%	18%	3%[57.1 µM]	-14%	22%[57.1 µM]
C[C@@H]1O[C@@H](O[C@H]2[C@H](Oc3cc(O)c4c(c3)OC(c3ccc(O)cc3)CC4=O)O[C@H](CO)[C@@H](O)[C@@H]2O)[C@H](O)[C@H](O)[C@H]1O (stereo partly specified)	-2	-2%	?	-2%	-2%	8%	0%	-3%	8%
O=C(NCc1ccccc1)NC1CCS(=O)(=O)C1 (stereo unspecified)	3	0%	-16%	-23%	0%	1%	3%	-11%	-4%
N#Cc1cccc(NC(=O)CN2CCN(Cc3ccccc3)CC2)c1	-2	-1%	1%	3%	-4%	5%	-4%	-9%	11%
CC(=O)c1ccc(-c2cc(C3C4C=CCC(C)C4C(=O)N3Cc3ccccc3)ccc2F)cc1 (stereo unspecified)	nt	-1%	nt	nt	-6%	nt	-8%	2%	-2%
Cc1ccc(N/C(CSC(N)=O)=N/S(=O)(=O)c2ccccc2)cc1	-2	-6%	-22%	4%	-5%	0%	5%	-14%	18%
CC(=O)NC(CCS(C)(=O)=O)C(=O)Nc1nccs1 (stereo unspecified)	0	3%	-13%	0%	-5%	-2%	-9%[57.1 µM]	-7%[11.4 µM]	8%[57.1 µM]
CCOCCCn1c(SCC(=O)Nc2ccccc2Cl)nc2c(oc3ccccc32)c1=O	-4	8%	-23%	5%	-3%	-22%	-3%	-21%	3%
COc1ccc(/C=N/NC(=O)c2ccc3c(c2)OCO3)c(C(=O)O)c1OC	-1	-10%	-6%	1%	1%	1%	-12%	24%	1%
COC(=O)c1nn(-c2ccccc2)c(=O)cc1O	2	2%	?	7%	0%	-1%	1%[57.1 µM]	?	12%[57.1 µM]
CC(C(=O)Nc1ccc(C(=O)O)cc1)N1C(=O)c2ccccc2C1=O (stereo unspecified)	2	1%	-11%	4%	0%	-1%	-7%	3%	-9%
COc1cc(NS(=O)(=O)c2ccc(NC(=S)NC(=O)c3ccco3)cc2)ncn1	-5	-1%	-9%	4%	0%	0%	-2%[57.1 µM]	-22%	-8%[57.1 µM]
COc1ccc(/C=C(\C)c2nc(C)c(-c3ccccc3)c(=O)[nH]2)cc1	-4	-6%	-20%	5%	-2%	7%	56%[activator]	22%	25%
CC(C)N(CCO)C(=O)CCc1nnc(CCCc2ccccc2)o1	-6	-2%	-8%	1%	0%	-5%	7%	7%	42%[activator]
CCNC(=O)Cc1ccc(NS(=O)(=O)c2ccc(F)cc2)cc1	2	1%	-8%	5%	-3%	7%	2%[57.1 µM]	17%	3%[57.1 µM]
COc1ccc(N(CCOc2ccccc2)S(=O)(=O)c2ccccc2)cc1	-4	-1%	-20%	2%	-3%	2%	-5%	22%	29%
CCC(=O)N1CCc2cc(Br)cc(S(=O)(=O)NCCCN(C)Cc3ccccc3)c21	-10	0%	-5%	-14%	-3%	5%	-2%	13%	-1%
COc1ccc(NC(=O)c2oc3ccccc3c2NC(=O)C23CC4CC(CC(C4)C2)C3)c(OC)c1	1	0%	?	1%	-5%	-6%	-6%	-2%	4%
COc1ccc(C(=O)N(Cc2ccco2)Cc2ccccc2F)cc1Cl	5	2%	-13%	2%	0%	13%	-2%	-17%	22%
Nc1cc(S(=O)(=O)O)cc([N+](=O)[O-])c1O	18	4%	-15%	12%	-6%	7%	0%[57.1 µM]	23%	6%[57.1 µM]
COc1ccc2c(c1OC)C(=O)N1c3ccccc3C(=O)N(c3ccccc3F)C21 (stereo unspecified)	-5	-8%	-23%	8%	-3%	1%	-1%	-1%	2%
COc1ccc(-c2nnc(SCC(=O)N3CCCC3=O)n2N)cc1OC	-5	-7%	-23%	-10%	-4%	0%	8%	-20%	21%
CCC(Sc1nc(=O)cc(N)n1CCc1ccccc1)C(=O)Nc1ccccc1C#N (stereo unspecified)	-1	-5%	-10%	-9%	-4%	4%	4%	25%	16%[57.1 µM]
Cc1cc2[nH]c(=O)c(=O)[nH]c2cc1S(=O)(=O)NCc1ccccc1	-7	0%	-20%	7%	-4%	-6%	52%[activator]	-10%	22%

This is a subset (hit frequency here may not be typical).
